# Screening results deposited in PubChem BioAssay by National Center for Advancing Translational Sciences (NCATS).
# FLuc counter – counter-screen for miR-21 project: firefly luciferase inhibitors or activators | purified FLuc, Km substrates, luminescence inhibition | Potency, µM (titrated, usually from 57.5 µM), inactives show top-dose activity change, negative = inhibition, most hits filed as inhibitors | 6.9% of 360,000 active | AID 588342;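 note: potency is the fitted concentration of half-maximal effect; plate controls were vehicle for no effect and reference inhibitor for full effect; nearly all actives have a fitted effect of over 55% in size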
# Target sequence (P08659 whole entry, looked up): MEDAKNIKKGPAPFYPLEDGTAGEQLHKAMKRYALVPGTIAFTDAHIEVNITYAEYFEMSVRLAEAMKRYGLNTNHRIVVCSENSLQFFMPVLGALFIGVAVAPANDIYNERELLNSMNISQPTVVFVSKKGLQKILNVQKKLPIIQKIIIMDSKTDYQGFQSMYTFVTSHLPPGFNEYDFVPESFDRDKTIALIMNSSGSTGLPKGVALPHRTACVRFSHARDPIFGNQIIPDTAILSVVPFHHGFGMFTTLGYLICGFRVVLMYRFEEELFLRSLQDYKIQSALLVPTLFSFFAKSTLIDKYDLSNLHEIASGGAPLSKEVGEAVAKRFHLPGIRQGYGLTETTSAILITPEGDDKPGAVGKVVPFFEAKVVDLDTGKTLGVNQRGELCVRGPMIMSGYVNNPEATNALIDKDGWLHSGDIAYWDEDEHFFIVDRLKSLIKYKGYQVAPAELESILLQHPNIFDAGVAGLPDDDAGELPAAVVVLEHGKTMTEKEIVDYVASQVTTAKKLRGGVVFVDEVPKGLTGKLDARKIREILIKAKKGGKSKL
#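 Purified P. pyralis luciferase (10nM final) with 10uM D-luciferin and 10uM ATP (Km levels) in 50mM Tris acetate pH 7.5, 10mM Mg acetate, 0.01% Tween-20, 0.05% BSA; qHTS 6-point titration, ~60 µM downward; luminescence read.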
# KCNH2 3.1 block – blocks the human KCNH2 3.1 channel isoform; activity change, % (tested at about 1.8 µM); U2OS KCNH2 3.1, thallium flux FluxOr; hits give low values; 0.95% of 340,000 active;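 active = maximum activity change below -70%; inconclusive = maximum activity change from -70% to -50%; inactive = maximum activity change above -50%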;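 note: thallium influx rate constant from kinetic fluorescence after stimulation buffer; % is set by controls: 0 for no effect and ±100 for the full control effect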
#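 Thallium flux read-out: FluxOr dye with Red40 quencher in HBSS/HEPES, 45 min at RT. Rate constants from kinetic reads were normalized to positive and negative DMSO controls. Cells: U2OS virally expressing the 3.1 isoform.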
# NPC1 prom act – activates the NPC1 promoter; Huh7 NPC1 promoter luciferase reporter, 24 h; AID 485313; 2.4% of 320,000 active; Potency, µM (top dose mostly 9.22 µM), without a hit: top-dose activation, actives largely listed as activators;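 note: potency is the fitted concentration of half-maximal effect; % of control where 0% means no effect; nearly all actives have a fitted effect of over 60% in size; reporter is driven by a mutant NPC1 promoter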
#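 Huh7 reporter cells (NPC1 promoter driving luciferase) are dosed with compound for 24 h at 37 °C, 5% CO2; luciferase detection reagent is then added and luminescence measured after 10 min at ambient temperature.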
# ELG1 genotoxic – induces genotoxicity in HEK293T cells with luciferase-tagged ELG1; HEK293T ELG1-luciferase reporter, luminescence, 16 h; 1.3% of 330,000 active; Potency, µM (top dose mostly 46 µM), without a hit: at the top dose activity change, positive = activation, actives largely listed as activators; note: potency is the fitted concentration of half-maximal effect; % of control where 0% means no effect; nearly all actives have a fitted effect of over 60% in size
#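 16 hr compound incubation (37 °C, 5% CO2) of HEK293T cells carrying luciferase-tagged ELG1; luciferase then measured by ONE-Glo luminescence after 30 min at RT.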
# Rab9 prom act – activators of Rab9 promoter; 2.8% of 320,000 active; AID 485297; Huh7 Rab9 promoter-luciferase reporter, luminescence, 24 h; Potency, µM (series often up to 9.22 µM), for the others: at the highest dose activation, negative = inhibition, hits mostly activators; note: potency is the fitted concentration of half-maximal effect; % of control where 0% means no effect; nearly all actives have a fitted effect of over 60% in size
#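 Cell-based reporter: Huh7 stable for Rab9 promoter-driven luciferase, plated in reduced-serum medium with 10% FBS at 1500 cells/well, compound-treated 24 h at 37 °C, luminescence read after 10 min reagent.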
# Tb PFK inh – T. brucei PFK enzyme inhibition; O15648; T. brucei PFK, ADP-Glo luminescence; Potency, µM (series often up to 57.5 µM), for the others: at the highest dose activity, negative = inhibition, actives largely listed as inhibitors; 0.17% of 330,000 active; AID 485367;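 note: potency is the fitted concentration of half-maximal effect; 0% = uninhibited 1x PFK enzyme wells and -100% = no-enzyme wells; nearly all actives have a fitted effect of over 60% in size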
# Target sequence (O15648 whole entry, looked up): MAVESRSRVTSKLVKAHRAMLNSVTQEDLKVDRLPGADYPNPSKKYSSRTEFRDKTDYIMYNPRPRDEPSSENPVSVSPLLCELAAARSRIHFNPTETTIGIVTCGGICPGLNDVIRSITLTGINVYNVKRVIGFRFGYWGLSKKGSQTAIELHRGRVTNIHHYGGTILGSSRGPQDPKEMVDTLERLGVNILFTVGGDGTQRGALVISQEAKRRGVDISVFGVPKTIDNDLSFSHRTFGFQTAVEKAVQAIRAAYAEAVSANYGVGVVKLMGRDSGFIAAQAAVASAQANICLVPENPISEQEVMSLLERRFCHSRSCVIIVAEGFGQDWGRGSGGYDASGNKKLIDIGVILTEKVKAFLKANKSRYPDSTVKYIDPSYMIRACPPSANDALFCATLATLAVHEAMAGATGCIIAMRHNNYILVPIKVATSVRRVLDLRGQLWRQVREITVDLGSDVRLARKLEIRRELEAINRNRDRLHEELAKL
#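 Luminescent ADP detection (ADP-Glo, two-step: ATP depletion then ADP-to-ATP conversion for luciferase) reported PFK activity after 45 min room-temperature reaction of 1.25 nM enzyme with 0.5 mM F6P and 0.1 mM ATP at pH 8.0.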
# RORg inh – inhibitors of mouse ROR gamma transcriptional activity | 5.4% of 310,000 active | P51450 | Potency, µM (highest dose often 53.6 µM), without a hit: at the highest dose activity change, negative = inhibition, actives largely listed as inhibitors | Drosophila S2 Gal4-RORgamma UAS-luciferase reporter, 20 h; note: potency is the fitted concentration of half-maximal effect; % is set by controls: 0 for no effect and ±100 for the full control effect; nearly all actives have a fitted effect of over 60% in size
#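 Read-out: Photinus luciferase luminescence; inhibitors lower reporter signal. Insect Schneider cells with Gal4-ROR gamma fusion under metallothionein promoter, UAS reporter; 700 uM final copper sulfate induction, 20 hr, ambient temperature.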
# Giardia killer – Giardia lamblia killing; Giardia lamblia trophozoite viability; activity change, % at 7.66 µM, hits read low; 0.15% of 340,000 active; in the data active = activity change below about -80%; inconclusive = between about -30% and that limit;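 note: parasites exposed to compound for two days anaerobically before the ATP read; % is set by controls: 0 for no effect and ±100 for the full control effect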
#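 Viability, read as ATP luminescence: trophozoites at 100 cells/well, compound added, 48 hrs anaerobic at 37 deg C, then 15-30 min room-temperature development before reading.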
# FBPA coupling cs – inhibits coupling enzyme system, counter-screen for aldolase hits; 0.67% of 290,000 active; activity change, negative = inhibition, % at 58.2 µM, hits read low; coupling enzyme system counterscreen, AmpLite Red fluorescence; in the data active = activity change below about -30%; note: % is set by controls: 0 for no effect and ±100 for the full control effect
#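 Counterscreen lacking aldolase: glyceraldehyde-3-phosphate coupling-enzyme reagent preincubated 10 min at RT with compound (at 57.5 uM final), then substrate/coupling system with AmpLite Red added; fluorescence read at 525/598 nm after 20 min RT.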
# VP16 counter – Gal4-VP16 reporter inhibition counter-screen; Drosophila S2 Gal4-VP16 UAS-luciferase, luminescence, 20 h; Potency, µM (doses to about 53.6 µM), inactives show at the highest dose activity, negative = inhibition, usual class: inhibitors; 3.5% of 310,000 active; AID 2546;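 note: Gal4-VP16 expression switched on by copper sulfate through the metallothionein promoter; potency is the fitted concentration of half-maximal effect; % is set by controls: 0 for no effect and ±100 for the full control effect; nearly all actives have a fitted effect of over 50% in size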
# uPA generation – inhibitors of cell surface uPA generation | cell surface uPA generation assay, qHTS | Potency, µM (top dose mostly 38.3 µM), for inactives: at the top dose activity change, negative = inhibition, hits mostly inhibitors | 0.31% of 330,000 active | AID 540303; active = well fitted inhibition curve with a large enough effect; inconclusive = small, poorly fitted or top-dose-only effect; inactive = no such curve, though single readings can be large or run the other way; tested in mouse RAW 264.7 cells; note: potency is the fitted concentration of half-maximal effect; % is set by controls: 0 for no effect and ±100 for the full control effect; nearly all actives have a fitted effect of over 55% in size
# Numbers without * were called inactive; u = inconclusive; x = no result given; [ ] = dose if it differs, or a comment. Unless noted, calls come from the whole dose curve; as a rule, active = well fitted curve in the direction sought with a large enough effect; inconclusive = small, poorly fitted or top-dose-only effect, or another doubt; inactive = no such curve, though single readings can be large; an effect the other way counts as inactive or inconclusive.
Structure | FLuc counter | KCNH2 3.1 block | NPC1 prom act | ELG1 genotoxic | Rab9 prom act | Tb PFK inh | RORg inh | Giardia killer | FBPA coupling cs | VP16 counter | uPA generation
COc1ccc(C(=O)NNC(=O)c2ccc3ccccc3c2O)cc1 | u | 13.9 | -5.1% | -3.1% | 2.1% | 0.4% | x | -12.8 | 2.5 | x | u
O=c1[nH]c2ccc(NCc3ccccc3OCc3ccc(Cl)cc3)cc2[nH]1 | u | 4.5 | -7.8% | 3.9% | -3.6% | 1.1% | u | -3.6 | -0.3 | u | -25.7%
CC(=O)Oc1ccccc1C(=O)Oc1ccc(/C=N/n2cnnc2)cc1 | 1.1% | -10.5 | 0.3% | -6.2% | -1.6% | -4.6% | -36.2% | -6.5 | 0.5 | 1.2% | x
CC(/C=C/C=C/c1ccccc1)=N\NC(=O)c1cccnc1 | -15.5% | 6.8 | -1.0% | 4.3% | 2.0% | 5.0% | 2.82µM* | -10.2 | 0.5 | 3.16µM* | -1.9%
[N-]=[N+]=NC1c2ccccc2C(=O)N1Cc1ccccc1 (stereo not given) | 1.7% | 5.3 | -4.2% | 1.1% | -6.3% | 2.2% | 2.4% | -5.4 | 1.3 | -13.6% | 9.5%
CCCCN(CCCC)c1nc(-c2ccncc2)nc2ccccc12 | -0.8% | -1.1 | -0.8% | -17.4% | -2.5% | 0.1% | -18.5% | -26.8 | -0.2 | 0.1% | -6.2%
CCOc1ccccc1N1CCN(CC(=O)c2c(N)n(C)c(=O)n(C)c2=O)CC1 | -1.0% | -11.4 | 4.2% | -1.1% | 7.5% | -1.7% | -12.8% | 15.7 | 1.0 | -7.8% | 1.7%
Cc1ccc2nc(SC(C)C(=O)N3CC(C)OC(C)C3)[nH]c2c1 (stereo not given) | -11.1% | -3.7 | 1.8% | 5.5% | -2.3% | -0.7% | -6.0% | 27.3 | -2.1 | -18.3% | 0.1%
Cc1ccc(Nc2nc(C(=O)NCCCN3CCOCC3)cs2)cc1 | u | -2.4 | 2.4% | 0.5% | -0.4% | 1.1% | -16.3%[10 µM] | -7.3 | 2.8 | -9.9% | -1.1%
Nc1nc(Cl)c2ncn(C3OC(CO)C(O)C3O)c2n1 (stereo not given) | 6.8% | x | -5.2% | x | -3.3% | -0.4% | 17.0% | -4.4 | -1.5 | -0.9% | -2.3%
O=C(CCSCc1ccccc1F)NCc1cccs1 | u | -7.5 | -1.5% | 21.6% | -2.2% | -1.0% | -12.6% | -0.7 | 3.9 | -4.6% | 2.8%
C#CCn1c(C)cc(C)c(S(=O)(=O)c2ccccc2)c1=O | -19.1% | 0.0 | 19.7% | u | u | -0.4% | 0.6% | -10.5 | 0.7 | -4.0%[10 µM] | 1.9%
CC1Cc2cc(-c3csc(NC(=O)Cc4ccccc4)n3)ccc2N1S(C)(=O)=O (stereo not given) | -12.0% | -10.7 | -16.5% | -4.1% | -24.5% | -3.2% | 3.4% | 6.2 | -4.2 | -13.1% | -5.0%
CC(=O)N1CCOc2ccc(S(=O)(=O)N3CCC(C(=O)Nc4ccc(C)cc4)CC3)cc21 | -0.7% | 14.8 | -5.7% | -6.6% | 1.7% | 3.4% | 34.5% | 8.4 | x | 7.8% | 0.2%
Cc1cc(C)n(C(=O)CCC(=O)Nc2ccc(C)c(C)c2)n1 | -0.9% | -25.6 | 0.1% | -0.8% | 1.7% | -4.5% | 8.6% | 8.6 | -0.4 | -1.6% | -3.5%
CCOC(=O)c1cnc(SCC(=O)Nc2cc(OC)ccc2OC)nc1N | -0.6% | 10.6 | -2.7% | -9.7% | -21.4% | -0.9% | -4.7% | 10.2 | -1.6 | u | -5.5%
CC1=C(C(N)=O)C(c2cccc(O)c2)n2nc(CCCO)nc2N1 (stereo not given) | -0.8% | -1.8 | 1.7% | 1.3% | 7.5% | 1.5% | -14.8% | -19.3 | 0.8 | -0.9% | -4.2%
O=C(NC(NNc1ccc([N+](=O)[O-])cc1)(C(F)(F)F)C(F)(F)F)c1ccc(F)cc1 | 1.2% | 14.8 | -3.9% | 0.5% | -3.0% | -0.6% | u | -6.0 | 0.3 | u | -1.2%
CCOC(=O)CN/C=C(\C#N)c1ccc(F)cc1 | u | -1.0 | -5.9% | 3.5% | -1.3% | 3.4% | 4.9% | -19.2 | -0.4 | -4.7%[10 µM] | 7.9%
Cc1ccc(NC(=O)C2CC(=O)n3c(nc4ccccc43)N2)cc1C (stereo not given) | -1.0% | -0.3 | 1.5% | 17.8% | -5.7% | -3.8% | 4.3% | -2.7 | -0.1 | -3.6% | -3.5%
COc1ccc(CNC(=O)Cc2cccs2)cc1 | u | -4.4 | u | u | u | 0.3% | x | 5.7 | 0.2 | x | u
O=C(Nc1ccc(CN2CCS(=O)(=O)CC2)cc1)c1ccc(Cl)cc1 | u | 7.8 | 1.9% | -1.7% | 0.2% | -8.2% | 33.1% | 3.3 | -0.6 | -4.6% | -2.8%
COc1ccc(NC(=O)CN2C(=O)NC(CC(C)C)C2=O)cc1S(=O)(=O)N1CCOCC1 (stereo not given) | x | 8.2 | -4.8% | 2.3% | 8.9% | 0.9% | x | -12.6 | x | x | 4.4%
Cc1ccccc1C(=O)N=c1sccn1C | -16.9% | -12.7 | 8.8% | 18.3% | 15.5% | -4.6% | 3.6% | 24.5 | -1.2 | -8.2% | -7.1%
CCCCC(=O)NCCc1ccc(S(N)(=O)=O)cc1 | 3.9% | 1.9 | -1.0% | 1.3% | -4.5% | 1.4% | 26.0% | 0.3 | 2.6 | 4.8% | 2.9%
C/C=C/C(=O)OCC(=O)Nc1ccc(SC(F)F)cc1 | 16.9µM* | -2.4 | -26.6% | 1.8% | 0.8% | -1.5% | u | -23.2 | -3.6 | -12.8% | -6.0%
CNC(=S)N(CCc1c(C)[nH]c2ccc(C)cc12)Cc1cccs1 | -9.7% | -2.8 | -0.2% | -15.9% | -6.8% | 0.9% | 11.2µM* | 12.6 | 0.4 | u | u
CC(Oc1ccccc1)C(=O)Nc1oc(-c2ccco2)c(-c2ccco2)c1C#N (stereo not given) | -2.2% | 38.9 | -4.9% | -0.6% | 0.7% | -7.9% | 38.0% | -5.1 | 6.6 | -12.0% | -1.2%
Cc1ccc(NC(=O)COC(=O)CN2CCCCCC2=O)c(C)c1 | 2.7% | -3.2 | -4.7% | 1.0% | -1.3% | 0.1% | x | -21.7 | x | x | -5.5%
N#Cc1ccc(S(=O)(=O)NC2CCN(Cc3ccccc3)CC2)cc1 | -1.8% | 3.5 | -0.5% | -2.6% | -0.2% | 1.8% | 13.6% | -4.5 | 1.0 | 0.4% | 0.7%
CC(C)c1ccc(NC(=O)C2CCCCC2C(=O)O)cc1 (stereo not given) | u | 1.6 | 10.7% | 7.7% | 4.6% | -2.5% | 0.3% | 11.4 | 5.7 | 10.6% | 0.2%
Cc1cccnc1NC(=O)c1cccc(S(=O)(=O)N2CCN(c3ccc(F)cc3)CC2)c1 | 5.6% | 3.5 | 0.7% | -8.8% | -16.7% | 0.0% | -44.0% | 17.7 | x | u | -2.8%
O=[N+]([O-])c1ccc(F)c(N=Cc2ccc(Br)s2)c1 | -3.5% | 15.3 | 0.9% | -1.4% | -1.6% | -0.4% | -1.5% | 1.2 | 0.3 | 2.8% | -5.5%
Cc1cccc(C(=O)Nc2ccc(C(=O)/C=C/c3cccnc3)cc2)c1 | -6.9% | -13.2 | 13.2% | u | 16.6% | -1.3% | 27.7%[10 µM] | 14.5 | -2.4 | u | -17.6%
Cc1ccc(-c2c(C(=O)N/N=C/C3CC=CCC3)nnn2-c2nonc2N)cc1 (stereo not given) | 0.0% | -3.3 | -4.9% | 1.3% | 0.4% | -1.7% | 8.3% | u | x | 4.7% | -5.7%
COc1ccc(/C=N/NC(=O)c2cccnc2)cc1O | -13.0% | -8.9 | 1.4% | 7.4% | -1.5% | 1.0% | 12.6% | -8.1 | 1.4 | -0.5% | 5.9%
O=C(CC(=O)c1ccccc1O)c1ccc(F)cc1 | u | -6.4 | u | u | 29.8% | 5.1% | 14.1µM* | -3.4 | -6.1 | u | -3.0%
CCCCC(O)(c1ccc(F)cc1)C(CN1CCOCC1)c1ccc(Cl)cc1 (stereo not given) | 3.9% | 11.4 | -2.6% | x | -6.1% | 0.9% | u | 5.4 | 1.2 | -22.7% | -10.3%

# Three entries out of the list above, arranged by their value in NPC1 prom act, lowest first:
molecule | NPC1 prom act | Rab9 prom act | Tb PFK inh | uPA generation
CCCCC(O)(c1ccc(F)cc1)C(CN1CCOCC1)c1ccc(Cl)cc1 (stereo not given) | -2.6% | -6.1% | 0.9% | -10.3%
Cc1cccnc1NC(=O)c1cccc(S(=O)(=O)N2CCN(c3ccc(F)cc3)CC2)c1 | 0.7% | -16.7% | 0.0% | -2.8%
COc1ccc(/C=N/NC(=O)c2cccnc2)cc1O | 1.4% | -1.5% | 1.0% | 5.9%
